From PubChem BioAssay
Phagocytosis inh = inhibitors of macrophage phagocytosis | J774A.1 macrophage IgG-bead phagocytosis, imaging | inhibition, % at 5 µM | 0.07% of 110,000 active | AID 1029;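 active means inhibition above the mean of the plate negative controls plus 5 SD, cut at about 13% in these data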;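 further: phagocytic index as fraction of beads internalized from green versus red external bead signal; plate controls were DMSO negative control for no effect and cytochalasin-D positive control for full effect; some results beyond the cut were filed as inactive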
* hit, by the source's call.

The first six records (preview)
SMILES	Phagocytosis inh
c1ccc(-n2ncc3c(N4CCN(c5ccccn5)CC4)nc(N4CCOCC4)nc32)cc1	-0.1
COc1ccc(N2CC(C)Cn3c2nc2c3c(=O)n(CCc3ccccc3)c(=O)n2C)cc1 (configuration not stated)	-2.9
Cc1nnc2sc(-c3ccc(-c4ccc(Cl)c(C(F)(F)F)c4)o3)nn12	-0.6
Cc1ccnc(SCCn2c(N3CCN(C)CC3)nc3c2c(=O)[nH]c(=O)n3C)n1	-0.8
Cc1nc(NC2=NCN(Cc3cccnc3)CN2)nc2c(C)cccc12	0.1
Cc1ccc2nc3c(cc(C#N)c(=O)n3CCN3CCOCC3)c(=O)n2c1	-0.3

This part in full, from the start:
SMILES	Phagocytosis inh
c1ccc(-n2ncc3c(N4CCN(c5ccccn5)CC4)nc(N4CCOCC4)nc32)cc1	-0.1
COc1ccc(N2CC(C)Cn3c2nc2c3c(=O)n(CCc3ccccc3)c(=O)n2C)cc1 (configuration not stated)	-2.9
Cc1nnc2sc(-c3ccc(-c4ccc(Cl)c(C(F)(F)F)c4)o3)nn12	-0.6
Cc1ccnc(SCCn2c(N3CCN(C)CC3)nc3c2c(=O)[nH]c(=O)n3C)n1	-0.8
Cc1nc(NC2=NCN(Cc3cccnc3)CN2)nc2c(C)cccc12	0.1
Cc1ccc2nc3c(cc(C#N)c(=O)n3CCN3CCOCC3)c(=O)n2c1	-0.3
CCOc1ccccc1NC(=O)c1c(NC(=O)CNCc2ccco2)sc2c1CCC2	-0.1
Clc1cccc(-c2nnc3sc(-c4ccc5c(c4)OCO5)nn23)c1	-0.6
CN1CCN(c2nc(-c3ccccc3)nc3c2oc2ccccc23)CC1	-1.7
O=C1CCCCCN1CP(=O)(O)CN1CCOCC1	0.1
COc1cc(OC)cc(-n2c3nc4ccccc4nc3c3c(=O)n(CC4CCCO4)cnc32)c1 (configuration not stated)	-0.5
CN(C)CCCNc1c2c(c(C#N)c3nc4ccccc4n13)CCC2	-0.1
Cn1c(=O)c2c(nc(N3CCN(Cc4ccccc4)CC3)n2CCSc2ncccn2)n(C)c1=O	-1.3
O=c1c2c3c(sc2n2cnnc2n1C1CCCCC1)CCC3	-0.3
CC1(C)Cc2c(sc3c2c(=N)n(Cc2ccco2)c(=O)n3CC(=O)Nc2ccc(Cl)cc2)CO1	-0.4
Cc1ccc(C(=O)C2=C(O)C(=O)N(CCCN(C)C)C23C(=O)N(C)c2ccccc23)o1 (configuration not stated)	-0.4
CCOc1ccc(NC(=O)CSc2nc3c(c(=O)n2-c2ccccc2OC)SCC3)cc1	-1.0
O=C(CSc1ccc2nnc(-c3ccncc3)n2n1)N1CCc2ccccc21	-0.9
COc1ccc(OC)c(N/C(=N\c2nc(C)cc(C)n2)NC(=O)c2ccco2)c1	-3.6
CCCn1c(C)cc(C(=O)CSc2nnc3n(CCC)c(=O)c4ccccc4n23)c1C	-2.4
CCOC(=O)c1ccc2c(c1)nc(COc1ccccc1C#N)n2CC	0.7
CCOC(=O)c1c(NC(=O)CSc2nc3c(c(=O)n(C)c(=O)n3C)n2CC)sc(C)c1C	-1.0
Cc1nc(NC2=NCN(Cc3ccccc3)CN2)nc2ccccc12	1.4
O=C1c2oc3ccc(Cl)cc3c(=O)c2C(c2ccccn2)N1CCCN1CCOCC1 (configuration not stated)	-1.5
CC(C)n1c(SCC(=O)c2ccc3c(c2)OCCO3)nc2c1c(=O)n(C)c(=O)n2C	-1.5

Continued.
SMILES	Phagocytosis inh
O=c1c2c3nc4ccccc4nc3n(-c3ccc4c(c3)OCCO4)c2ncn1C1CCCC1	-0.1
CCOC(=O)c1c(C)[nH]c(C(=O)COC(=O)c2cn(CC)c3nc(C)ccc3c2=O)c1C	0.2
COc1cccc(C2C(C(=O)c3cccs3)=C(O)C(=O)N2CCCn2ccnc2)c1OC (configuration not stated)	0.6
COCCCn1c(=NC(=O)c2ccc3c(c2)OCO3)c(C#N)cc2c(=O)n3cccc(C)c3nc21	-0.7
Cc1ccc2nc(Nc3nc(=O)c4ccccc4n3C)nc(C)c2c1	2.6
Cc1ccc(CNC(=O)c2cc3c(=O)n4ccccc4nc3n(Cc3ccco3)c2=N)cc1	0.0
Cc1ccc2cc(C#N)c(SCC(=O)NCC3CCCO3)nc2c1C (configuration not stated)	-0.7
CCOC(=O)Cn1c(=O)c2c(nc(Br)n2Cc2ccc(Cl)cc2)n(C)c1=O	-1.0
Cc1nn2c3c(cnc2c1-c1ccc(Cl)cc1)C(=O)CC(c1ccco1)C3 (configuration not stated)	0.8
CCSc1nnc(NC(=O)c2cnccn2)s1	-0.4
C=CCn1c(SCc2cc(=O)n3ccsc3n2)nc2sc(C)c(C)c2c1=O	-0.5
CCCCc1nc2ccccc2c(=O)n1NC(=O)c1c(O)c2cccc3c2n(c1=O)CCC3	-1.0
CSc1nc(N2CCN(CCO)CC2)c2sc3nc(-c4ccco4)c4c(c3c2n1)CCC4	0.6
CCn1c(SCC(=O)N2c3ccccc3Sc3ccccc32)nc2c1c(=O)n(C)c(=O)n2C	-0.8
COc1nc2ccccc2cc1-c1noc(-c2cccnc2)n1	0.5
Cc1cc(C)n(-c2nc(SCC(=O)NCC3CCCO3)c3c4c(sc3n2)CCCC4)n1 (configuration not stated)	-0.5
COc1ccc(N2CCn3c2nc2c3c(=O)n(CCN3CCOCC3)c(=O)n2C)cc1	-1.2
Cc1nc(N2CCN(C(c3ccccc3)c3ccccc3)CC2)nc2c1C(=O)CCC2	-0.6
CCc1ccc(N2CCCn3c2nc2c3c(=O)n(CCN3CCOCC3)c(=O)n2C)cc1	-0.5
CCc1nc2ccccc2n(CCOCCn2c(=O)c(CC)nc3ccccc32)c1=O	3.4
O=C(NCCNC(=O)C(F)(F)F)c1ccncc1	-0.3
COc1ccc(/C(O)=C2\C(=O)C(=O)N(CCCN(C)C)C2c2ccccc2F)cc1Cl (configuration not stated)	-0.6
C=CCn1c(=N)c(C(=O)OC)cc2c(=O)n3cccc(C)c3nc21	-0.8
COc1ccc(C2c3c(oc4c(C)cc(C)cc4c3=O)C(=O)N2Cc2cccnc2)cc1OC (configuration not stated)	-0.7
CC(C)Cn1cnc2c(N)nc3ccccc3c21	-0.6

(continued)
SMILES	Phagocytosis inh
Cc1coc2c(C)c3oc(=O)c4c(c3cc12)CCCC4	-0.7
CSC1=Nc2sc3c(c2C2=NCCN12)CCCC3	-0.2
O=C(NC1CCCCCC1)c1c(O)c2cccc3c2n(c1=O)CCC3	0.4
O=C1c2oc3ccc(Br)cc3c(=O)c2C(c2cccnc2)N1Cc1ccco1 (configuration not stated)	1.2
COC(=O)c1ccccc1NC(=O)c1c(O)c2cccc3c2n(c1=O)CCC3	-0.2
Cc1ccc2nc(NC3=NCN(CCc4ccccc4)CN3)nc(C)c2c1	-1.0
Cc1nc2c(c(=O)n1CCC(C)C)c1nc3ccccc3nc1n2Cc1ccc2c(c1)OCO2	-0.6
c1cnc(N2CCN(c3ncnc4c3oc3ccccc34)CC2)nc1	-0.7
O=c1c2c([nH]c3ccc(Br)cc13)CCCC2	-0.7
CCc1c(C)nc(N)n2c(SCC(=O)N3CCN(c4ccccc4F)CC3)nnc12	-0.7
CC(=O)Nc1nc(CC(=O)c2ccccc2)cs1	0.1
Cc1cccc(N2CCCn3c2nc2c3c(=O)n(CC(=O)OCc3ccccc3)c(=O)n2C)c1	-0.4
COc1ccc(N2C(=O)CC(NCc3cccc(F)c3)C2=O)cc1 (configuration not stated)	-0.7
COc1ccc(S(=O)(=O)N2CC(C)N(S(=O)(=O)c3ccc(OC)cc3)CC2C)cc1 (configuration not stated)	-0.7
CCCn1nc(NC(=O)c2ccco2)c2cc3ccc(C)cc3nc21	-1.4
COc1ccc(N2CCCn3c2nc2c3c(=O)n(CCc3ccccc3)c(=O)n2C)cc1	0.2
Cc1ccc(S(=O)(=O)c2cc3c(=O)n4cc(C)ccc4nc3n(CC3CCCO3)c2=N)cc1 (configuration not stated)	-1.1
Cn1cnnc1SCC(=O)N1c2ccccc2-c2c(ssc2=S)C1(C)C	-0.1
Cc1oc(-c2ccccc2Cl)cc1-c1nn2c(-c3ccco3)nnc2s1	-0.2
Cc1nc2c(c(=O)n1Cc1ccco1)c1nc3ccccc3nc1n2Cc1ccccc1	-1.0
CC(C)c1nc2oc3c(N4CCN(C)CC4)ncnc3c2c2c1CCC2	-0.6
COc1ccc(CCNC(=O)c2c(O)c3cccc4c3n(c2=O)CC4)cc1OC	0.5
CCN1CCN(c2ncnc3c2sc2nc(N4CCOCC4)c4c(c23)CCC4)CC1	3.3
COC(=O)c1ccc(CSc2ccc3nnc(-c4cccnc4)n3n2)o1	-1.7
CN1C(=O)c2c(sc3c2CC(C)(C)SC3)N2CCN=C12	-0.2

An excerpt from above in order of their number in Phagocytosis inh, ascending.
smiles,Phagocytosis inh
Cc1nc2c(c(=O)n1Cc1ccco1)c1nc3ccccc3nc1n2Cc1ccccc1,-1.0
CC(C)Cn1cnc2c(N)nc3ccccc3c21,-0.6
COc1ccc(N2CCCn3c2nc2c3c(=O)n(CCc3ccccc3)c(=O)n2C)cc1,0.2

Following part:
SMILES	Phagocytosis inh
CCN(CC)CCCN1C(=O)C(=O)/C(=C(/O)c2ccc3c(c2)CC(C)O3)C1c1ccncc1 (configuration not stated)	-0.6
CN1CCN(Cc2nc3c(c(=O)[nH]c(=O)n3C)n2Cc2c(F)cccc2Cl)CC1	0.6
CCCc1nc(SCC(=O)c2ccc(OC)cc2)c2c(=O)n(C)c(=O)n(C)c2n1	0.4
Cc1ccc(-c2nnc(CSc3nc(C)nc4sc(C)c(C)c34)o2)cc1	-0.4
Cn1c(-c2nonc2NC(=O)c2ccc(C(C)(C)C)cc2)nc2ccccc21	2.1
Cc1cc(C)c2nc(NC3=NCN(CCN4CCOCC4)CN3)nc(C)c2c1	-0.4
CCc1c(C)nc(N)n2c(SCC(=O)N3CCN(c4ccccc4OC)CC3)nnc12	-0.6
Brc1ccc(-c2nn3c(-c4ccncc4)nnc3s2)o1	-0.2
COc1ccc2nc(C)c(C(=O)OCCN(C)C)cc2c1	-0.1
CN(C)CCN1C(=O)c2oc3ccccc3c(=O)c2C1c1ccccc1 (configuration not stated)	0.4
CCN1C(=O)c2cccc3c(N)ccc1c23	-1.9
CCOC(=O)c1cc2c(=O)n3ccccc3nc2n(Cc2ccccc2Cl)c1=N	-0.8
O=C(c1ccc(C(=O)N2CCCc3ccccc32)nc1)N1CCCc2ccccc21	-0.8
N#Cc1c(NC(=O)CSc2nc3ccccc3c(=O)n2Cc2ccco2)sc2c1CCCC2	-0.7
COc1cccc(-c2nnc3sc(-c4ccc(Cl)cc4)nn23)c1	0.4
CCN(CC)CCN1C(=O)C(O)=C(C(C)=O)C1c1ccccc1 (configuration not stated)	-0.4
Cc1cc(C)nc(N2CCN(c3ncnc4c3cnn4Cc3ccc(Cl)cc3Cl)CC2)n1	-0.8
Cc1nc(NC2=NCN(Cc3ccco3)CN2)nc2ccccc12	3.8
CCn1c(=O)c(C(=O)Nc2cnccn2)c(O)c2ccccc21	-0.5
CCN1CCN(Cc2ccc3c(c2)Cc2ccccc2-3)CC1	0.5
Cc1csc2ncc(C(=O)Nc3ccccc3F)c(=O)n12	-1.2
O=c1c2c3nc4ccccc4nc3n(/N=C/c3ccco3)c2ncn1CCC1=CCCCC1	2.4
Clc1cccc(-c2nn3c(-c4ccncc4)nnc3s2)c1	-0.8
CCOC(=O)c1sc2ncn(/N=C/c3ccccn3)c(=O)c2c1C	-0.8
Cc1nnc(NC(=O)CCC(=O)N2CCN(CCc3ccccc3)CC2)s1	-0.5

3 compounds out of the list, arranged by SMILES length, largest number first:
SMILES	Phagocytosis inh
CC(C)c1nc2oc3c(N4CCN(C)CC4)ncnc3c2c2c1CCC2	-0.6
Cc1coc2c(C)c3oc(=O)c4c(c3cc12)CCCC4	-0.7
CC(C)Cn1cnc2c(N)nc3ccccc3c21	-0.6

(further entries)
SMILES	Phagocytosis inh
COc1ccc(-c2nsc3c(N4CCN(S(=O)(=O)c5ccccc5)CC4)ncnc23)cc1	-1.7
CCOC(=O)c1c(NC(=O)c2cccs2)sc2c1CCC2	0.2
CCn1c(NCCc2ccc(OC)c(OC)c2)nc2c1c(=O)n(C)c(=O)n2C	-2.6
O=c1oc2c(CN3CCCCCC3)c(O)ccc2cc1-c1nc2ccccc2[nH]1	-1.2
CC(C)(C)Nc1ncnc2c1cnn2-c1ccccc1	-1.7
Cc1cnc(C(=O)Nc2ccc(C(=O)N(C)C3CCCCC3)cc2)cn1	-0.8
CCOc1ccc(C2C(C#N)=C(N)N3C(=C2C#N)Sc2ccccc23)cc1 (configuration not stated)	-1.1
COc1ccc(CN2CCN(c3cc(C)nc4c5c(C)cc(C)nc5nn34)CC2)cc1F	-0.5
Cc1cc(C)n(-c2ccc(Cl)c(C(=O)OCC(=O)N3CCCCC3C)n2)n1 (configuration not stated)	-0.8
O=C(Nc1cccc(NC(=O)c2nccc3ccccc23)c1)c1ccco1	-1.3
COc1ccc(-c2ccc(-c3noc(-c4ccc(OC)c(OC)c4)n3)c(OC)n2)cc1	0.4
COc1ccccc1NC(=O)N(CCCN1CCOCC1)Cc1cc2cc3c(cc2[nH]c1=O)OCO3	2.5
COc1ccc(CC(=O)Nc2cc(C)c3c(=O)oc4ccccc4c3n2)cc1	-0.2
O=C1CCCC2=C1C(c1ccccc1)C1=C(CCCC1=O)O2	-0.2
CC(=O)c1c(COC(=O)c2ccco2)nc2ccccc2[n+]1[O-]	2.4
Cc1oc(-c2ccc(F)cc2)cc1-c1nn2c(-c3ccoc3C)nnc2s1	-0.3
O=C(Nc1ccc(C2CCCCC2)cc1)C1CCCN(c2ncccn2)C1 (configuration not stated)	1.6
Cc1cccn2c(=O)c3cc(C(=O)NCCCN4CCOCC4)n(C)c3nc12	-1.4
CCOc1ccc2[nH]c(=O)c(CN(CC3COCCO3)C(=O)c3ccco3)cc2c1 (configuration not stated)	-1.2
Cc1ccc2[nH]c(=O)c(CN(CC3CCCO3)C(=O)c3ccco3)cc2c1 (configuration not stated)	-0.1
COc1ccc(N2CCN(C(=O)CSc3nc4cc(OC)c(OC)cc4cc3C#N)CC2)cc1	0.9
Cc1cc(N2CCN(C3CCCC3)CC2)n2ncc(-c3ccccc3)c2n1	-1.0
COc1ccc(/C(O)=C2/C(=O)C(=O)N(CCCN(C)C)C2c2cccnc2)cc1 (configuration not stated)	-0.9
CC(=O)Oc1ccc(N2C(=O)C3C(C2=O)C2(C)C=CC3(C)O2)cc1 (configuration not stated)	-0.8
COC(=O)c1cc2c(=O)n3ccccc3nc2n(C)c1=N	-1.2

A portion of the library; the hit share may differ from the screen's.
